MOR-DOR ag – OPRM1-OPRD1 heterodimerization agonism; P35372+P41143; cells, luminescence; activation, % at 9.3 µM; hit rate 0.3% among 340,000; in the data active = activation above about 18%;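 note: 0% = vehicle-treated cells and 100% = reference agonist; values of inactives mirror those of a sister screen read the other way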
Target sequence (P35372 whole entry, looked up): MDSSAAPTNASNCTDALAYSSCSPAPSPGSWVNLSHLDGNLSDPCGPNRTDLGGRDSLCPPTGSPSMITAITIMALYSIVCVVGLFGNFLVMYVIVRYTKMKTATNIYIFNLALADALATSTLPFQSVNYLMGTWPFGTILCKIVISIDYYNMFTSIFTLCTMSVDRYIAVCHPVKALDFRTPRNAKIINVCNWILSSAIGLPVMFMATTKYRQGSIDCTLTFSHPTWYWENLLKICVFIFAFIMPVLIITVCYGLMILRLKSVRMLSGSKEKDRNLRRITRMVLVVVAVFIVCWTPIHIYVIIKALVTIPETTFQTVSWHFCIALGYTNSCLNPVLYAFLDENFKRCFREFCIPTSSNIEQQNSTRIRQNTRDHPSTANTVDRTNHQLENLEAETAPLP
Target sequence (P41143 whole entry, looked up): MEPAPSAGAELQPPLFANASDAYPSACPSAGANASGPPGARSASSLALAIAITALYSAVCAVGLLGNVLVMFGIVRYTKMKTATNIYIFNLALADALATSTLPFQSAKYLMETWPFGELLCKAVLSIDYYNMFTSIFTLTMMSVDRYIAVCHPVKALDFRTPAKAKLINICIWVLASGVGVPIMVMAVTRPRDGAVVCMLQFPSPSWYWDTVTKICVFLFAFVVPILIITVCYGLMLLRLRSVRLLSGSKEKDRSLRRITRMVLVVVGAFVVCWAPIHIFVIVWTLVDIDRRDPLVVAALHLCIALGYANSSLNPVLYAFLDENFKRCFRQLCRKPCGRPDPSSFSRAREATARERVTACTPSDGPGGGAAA
PKA-R1A act – PKA-R1A complex activation. hit rate 0.083% among 340,000. activation, % at 11.4 µM. AID 504707. PKA-R1A dissociation, Cy5-IP20 fluorescence polarization; scaled: DMSO 0%, 113 µM cGMP 100%;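 active = percent activation above the mean of all tested compounds plus 3 SD, cut at about 19% in these data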;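 note: higher means more PKAc released from R1A so a rise in polarization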
OPRM1-OPRD1 inv – inverse agonist of human OPRM1-OPRD1 heterodimerization | cell-based MOR-DOR heterodimer luminescence, inverse agonism | inhibition, % at 9.3 µM | hit rate 0.21% among 340,000 | AID 504357; in the data active = inhibition above about 22%, passing the limit was not always enough;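 note: 0% = cells with DMSO and 100% = wells without cells with DMSO; values of inactives mirror those of a sister screen read the other way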
PKA-R2B activ – activates the human PKA-R2B holoenzyme complex; activation, % at 11.4 µM; P22694+P31323; PKA-R2B holoenzyme dissociation, Cy5-IP20 fluorescence polarization; R2B truncated from residue 108, S112A mutant; 0% DMSO only, 100% 113 µM cGMP; hit rate 0.079% among 340,000;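 active = activation above a cutoff set at the mean over all compounds plus 3 SD, cut at about 18% in these data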;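 note: higher means more holoenzyme dissociation and a rise in polarization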
HTR5A inv ag – counter-screen for OPRM1-OPRD1 inverse agonists: human HTR5A inverse agonism; HTR5A cell line, luminescence; inhibition, % at 9.3 µM; hit rate 0.083% among 340,000; AID 504634; in the data active = inhibition mostly above about 23%, no sharp cut-off; inactive = mostly below about 18%;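 note: 0% = cells with DMSO and 100% = no-cell wells with DMSO; some compounds called inactive have numbers as strong as hits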
DAGLB inhibitor – diacylglycerol lipase beta (human) inhibition | Q8NCG7 | HEK293T DAGLB membrane lysate, EnzChek fluorogenic substrate | inhibition, % at 5.17 µM | hit rate 0.059% among 340,000 | AID 504411; in the data active = inhibition above about 34%;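 note: 0% = enzyme with vehicle and 100% = wells lacking enzyme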
Arr AP2 block – human beta-arrestin and AP2 interaction inhibition | FITC-arrestin peptide / GST-AP2 beads, flow cytometry; AP2 beta2 appendage carries R879A mutation | inhibition, % at 10 µM | hit rate 0.31% among 340,000;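 active = inhibition above a set limit, near 3 SD of compounds lacking own fluorescence, cut at about 54% in these data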;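 note: plate controls were DMSO wells for no effect and 5 µM unlabelled arrestin peptide for full effect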
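Material – GST-tagged AP2 beta2-adaptin appendage (R879A) on 4 µm glutathione beads · Probe or stimulus – fluorescein-tagged arrestin peptide at 50 nM final · Timing – 12 min plus 1 h, RT · Detection – bead flow cytometry, FITC channel · Read-out basis – inhibition as reduced fluorescein signal on beads, percent · Medium – PBS plus Tween 20 (0.05%) and BSA (0.1%)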
HTR5A ag – activates human HTR5A in OPRM1-OPRD1 agonist counter-screen; P47898; HTR5A agonist assay, luminescence, cell-based; activation, % at 9.3 µM; hit rate 0.61% among 340,000; in the data active = activation mostly above about 9.5%, no sharp cut-off; inactive = mostly below about 7.6%;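 note: 0% = cells with vehicle only and 100% = reference agonist; strong numbers were not always called active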
Pemphigus Ab inh – blocks pemphigus antibody binding to human desmoglein-3; P32926; AID 588358; hit rate 0.48% among 310,000; binding (percent of control), % at 10 µM; DSG3-coupled beads, scFv-anti-DSG3-GFP binding, flow cytometry; stronger effect = lower value;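 active = binding more than 3 SD below its plate's average and above zero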; note: some compounds called inactive have numbers as strong as hits
V-ATPase pH – yeast V-ATPase proton transport regulation by pHLuorin; hit rate 0.37% among 350,000; response, % at 10 µM; S. cerevisiae, pHLuorin cytosolic pH fluorescence; in the data active = response mostly above about 7.3%, no sharp cut-off; inactive = mostly below about 5.4%; note: actives read high; inactives centre near 0; some compounds called inactive have numbers as strong as hits; reference of the scale not given here
* marks the source's active call; other numbers are inactive results; nt = not tested or not shown. An unsorted share of the library. Share with any hit: about 2.4%.

SMILES	MOR-DOR ag	PKA-R1A act	OPRM1-OPRD1 inv	PKA-R2B activ	HTR5A inv ag	DAGLB inhibitor	Arr AP2 block	HTR5A ag	Pemphigus Ab inh	V-ATPase pH
O=c1c2ccccc2ncn1CCCOc1ccccc1[N+](=O)[O-]	-2.6	-4	14	-5	-22	-2	1	9	94	2
C[C@H]1CN([C@@H](C)CO)C(=O)CCCn2nncc2CO[C@@H]1CN(C)Cc1ccc(C(=O)O)cc1	nt	-7	nt	-6	nt	1	nt	nt	nt	3
COc1cccc(NC(=O)C(NC2CCCC2)c2ccccc2)c1 (stereo unspecified)	-3.2	-3	18	10	-41	-3	-3	-3	107	4
O=C(Oc1ccc(=O)n(-c2ccccc2)n1)c1cccc(Cl)c1	-3.4	-12	17	-2	1	2	9	-1	95	-5
Cc1cc(C)n(Cc2ccccc2F)c(=O)c1C#N	-0.1	4	0	0	-22	-3	15	7	101	-2
O=C(COc1ccc(F)cc1Br)N1CCc2ccccc21	6.2	13	-38	14	-10	-6	0	7	105	1
CCn1c2ccccc2c2cc(NC(=O)c3ccco3)ccc21	-3.4	-10	16	1	-16	3	7	6	116	1
COc1cccc(CN(C)C(=O)c2cc(-c3ccc(OC)c(OC)c3)nc3ccccc23)c1	-1.8	-8	10	-13	-17	-6	18	0	nt	-2
Cc1ccc(C)c(N2N=C(C(=O)OCc3nnc(-c4ccccc4Br)o3)CCC2=O)c1	nt	-4	nt	-1	nt	-2	nt	nt	105	3
COc1cccc(COC(=O)CSCC(=O)Nc2cccc(C)c2)c1OC	-0.7	-6	4	3	-17	-4	-1	6	99	-1
O=C(O)Cc1ccc(NC(=O)c2cnccn2)cc1	-1.0	-1	5	-10	22	0	-5	4	97	-2
Cc1cc(C(=O)N2CCc3ccccc32)n(-c2ccccc2)n1	-2.3	1	14	-5	-12	-1	14	4	98	3
COc1ccccc1CNc1cc(CSc2ccc(Cl)cc2)nc(C)n1	0.6	12	-3	-6	0	-3	2	5	98	4
COc1ccc(CNC(=O)C2CCN(S(C)(=O)=O)CC2)cc1	-2.5	2	13	3	4	0	-5	2	92	-2
N#Cc1c(-c2ccccc2)oc(=O)c2ccccc12	0.1	5	0	3	13	-4	12	-4	111	1
Cn1c(SCC(=O)NC2CCCC2)nnc1-c1ccncc1	-0.8	2	4	0	4	1	32	-2	100	6
O=C(Nc1ccccc1)c1nc2ccccc2s1	2.6	-9	-19	-7	-13	-6	10	5	91	-3
CC(=O)CSc1nc(CCc2ccccc2)c(C#N)c(=O)[nH]1	-2.3	-15	12	-2	-4	1	36	1	113	1
O=c1oc2ccccc2c(Nc2ccccc2)c1[N+](=O)[O-]	-0.7	0	4	4	5	2	4	-3	101	1
COc1ccc(S(=O)(=O)N2CCOCC2)cc1NC(=O)COC(=O)C1COc2ccccc2O1 (stereo unspecified)	1.0	-13	-5	-6	-11	-4	-8	3	104	3
COc1cc(NC(=O)c2cc(C)no2)cc(OC)c1OC	-2.9	-16	13	-2	-4	-1	-15	1	88	0
Cc1cc(NC(=O)COC(=O)COc2ccc3c(c2)CCC3)no1	-1.9	-1	11	2	-7	-1	24	1	100	3
COc1ccccc1NC(=O)C(C/C=C(\C)Cl)C(C)=O (stereo unspecified)	-0.3	-3	2	3	-11	-3	-5	0	86	2
Cc1cc(C)cc(C(=O)N2CCCCCC2)c1	-0.9	3	4	0	7	0	-20	-3	98	-5
Cc1ccc(NC(=O)COc2ccc(-c3nnco3)cc2)cc1S(=O)(=O)N1CCOCC1	1.0	-4	-6	-5	-9	-1	-4	3	101	-3
Cc1ccc(C(=O)C2=C(O)C(=O)N(CCCN3CCOCC3)C23C(=O)N(C)c2ccccc23)o1 (stereo unspecified)	-3.3	-17	18	7	11	0	2	-3	109	-5
C=C(C)CNC(=S)N/N=C\c1ccc2c(c1)OCO2	-1.4	-12	7	-2	-8	-2	26	3	91	-2
Cc1cc(C)nc(SCCC(=O)Nc2ccccc2)n1	-2.1	-11	12	-12	17	-2	13	-1	104	1
Cc1ccc(NC(=O)NC(=O)N(C2CCCCC2)S(=O)(=O)c2ccccc2)cc1	0.1	-1	-1	-12	16	-3	0	0	98	-2
O=C(NN=C1CCCC1)c1ccc([N+](=O)[O-])cc1	-0.1	10	0	1	-4	0	7	0	106	-2
CC(NC(=O)c1ccc2c(c1)OCO2)C(c1cccs1)N1CCOCC1 (stereo unspecified)	-0.5	9	3	-10	23	-1	2	1	89	-1
O=C(COc1ccccc1Cl)N1CCNC1=O	-1.4	-1	8	-13	10	0	-5	3	94	0
Cc1nnc(SCc2cccc([N+](=O)[O-])c2)o1	-1.5	3	8	-1	-36	-2	16	-11	102	3
COC(=O)c1ccccc1NC(=O)c1ccc(Cn2cc(Cl)cn2)o1	19*	5	-113	-13	-12	-2	-4	-1	88	-5
Cc1cccc(CN2C[C@]34C=C[C@@H](C[C@@H]3S2(=O)=O)O4)c1	-1.0	4	6	-4	19	-3	2	-2	106	1
COCC(=O)N(C)C[C@H]1Oc2ncc(Br)cc2C(=O)N([C@@H](C)CO)C[C@H]1C	nt	-1	nt	1	nt	-1	nt	nt	97	0

Some of the entries so far, with two lines to a compound:
Second line of a record: MOR-DOR ag, PKA-R1A act, OPRM1-OPRD1 inv, PKA-R2B activ, HTR5A inv ag, DAGLB inhibitor, Arr AP2 block, HTR5A ag, Pemphigus Ab inh, V-ATPase pH
Cc1ccc(NC(=O)COc2ccc(-c3nnco3)cc2)cc1S(=O)(=O)N1CCOCC1
→ 1.0, -4, -6, -5, -9, -1, -4, 3, 101, -3
Cc1ccc(C(=O)C2=C(O)C(=O)N(CCCN3CCOCC3)C23C(=O)N(C)c2ccccc23)o1 (stereo unspecified)
→ -3.3, -17, 18, 7, 11, 0, 2, -3, 109, -5
C=C(C)CNC(=S)N/N=C\c1ccc2c(c1)OCO2
→ -1.4, -12, 7, -2, -8, -2, 26, 3, 91, -2
Cc1cc(C)nc(SCCC(=O)Nc2ccccc2)n1
→ -2.1, -11, 12, -12, 17, -2, 13, -1, 104, 1
Cc1ccc(NC(=O)NC(=O)N(C2CCCCC2)S(=O)(=O)c2ccccc2)cc1
→ 0.1, -1, -1, -12, 16, -3, 0, 0, 98, -2

Further compounds follow.
SMILES	MOR-DOR ag	PKA-R1A act	OPRM1-OPRD1 inv	PKA-R2B activ	HTR5A inv ag	DAGLB inhibitor	Arr AP2 block	HTR5A ag	Pemphigus Ab inh	V-ATPase pH
COc1ccc(S(=O)(=O)Cc2ccc(C(=O)N3CCN(c4cccc(C)c4)C(C)C3)o2)cc1 (stereo unspecified)	-1.2	-8	6	3	-4	2	-10	1	104	0
CSCCC(NC(=O)c1ccccc1Cl)C(=O)N(C)CC(=O)Nc1ccc(N2CCOCC2)cc1 (stereo unspecified)	-1.6	-3	10	-3	-2	2	3	2	102	-4
O=CN1CCN(C(=O)Cc2ccc(Cl)cc2)CC1	nt	1	nt	2	nt	0	nt	nt	97	nt
COc1ccc(CNC(=O)C(C)NCc2ccccc2Cl)cc1 (stereo unspecified)	-2.6	6	12	-4	-5	0	1	1	103	3
O=C(COC(=O)CC12CC3CC(CC(Br)(C3)C1)C2)NC(=O)NCc1ccco1	1.4	-5	-8	-4	5	1	0	2	98	-2
O=C(CCCOc1ccccc1)Nc1ccccc1C(F)(F)F	-2.1	-2	11	-10	12	-17	-8	9	122	0
CCC(=O)NC(=S)Nc1cccc(NC(=O)c2ccccc2)c1	-1.9	6	11	-12	0	-1	17	0	106	1
O=c1[nH]c(=O)n([C@H]2C[C@H](O)[C@@H](CO)O2)cc1F	-2.2	-3	12	-9	-19	1	3	2	116	-2
C=CCCCCCCCCC(=O)NN	0.6	-1	-3	-5	9	-6	21	5	85	-2
COC(=O)Oc1nsnc1N1CCOCC1	-2.9	6	16	-9	2	-2	8	-3	91	6
Cc1ccc(Nc2nnc(SCC(=O)c3cc4ccccc4o3)s2)cc1C	1.7	-6	-9	9	-3	2	11	0	80	-4
CCC(CC)C(=O)Nc1cccc(C(=O)N2CCCC2)c1	-4.3	1	24	-6	11	1	52	-4	107	3
CCOC(=O)NCc1cc(-c2nn(C)c(=O)c3ccccc23)ccc1C	0.0	-2	0	-6	14	2	-8	-1	nt	0
CCOC(=O)N1CCC(NC(=O)c2cc(S(=O)(=O)NCCc3ccccc3)ccc2F)CC1	-1.3	4	8	12	11	2	15	-4	95	3
CCOC(=O)c1c(NC(=O)c2ccco2)sc(C(=O)N2CCCC2)c1C	-1.9	1	11	-9	1	2	-4	0	nt	5
COC(=O)CS(=O)(=O)c1ccsc1C(=O)Nc1ccc(F)cc1	-1.8	-2	10	1	-3	-1	15	1	97	1
COc1ccc(OCC(=O)N2CCC(n3nccc3NC(=O)C3CC3)CC2)cc1	-3.0	0	15	-1	-3	1	33	-1	103	-2
CCCOc1ccc(C2C(C(=O)c3ccc(C)o3)=C(O)C(=O)N2CCCn2ccnc2)cc1 (stereo unspecified)	-2.8	0	15	8	5	0	3	-3	95	3
COc1ccc(CC(=O)OCC(=O)Nc2cccc(Cl)c2)cc1	-0.2	-5	1	6	-1	-4	35	0	121	4
COc1ccc(C(=O)NCC2CCCN2S(=O)(=O)c2ccccc2)cc1OC (stereo unspecified)	nt	2	nt	-1	nt	1	nt	nt	103	2
CCC(Sc1nnc(C)s1)C(=O)Nc1nccs1 (stereo unspecified)	-1.4	5	8	-8	6	-1	0	0	nt	2
CC(C(=O)NCCc1ccccc1)N1c2cccc3cccc(c23)S1(=O)=O (stereo unspecified)	-1.7	8	9	2	2	-2	-8	0	109	1
Cc1nc(C(=O)NCc2ccccc2)sc1C1(C)CC(c2ccccc2)=NO1 (stereo unspecified)	-1.2	3	7	-1	-8	-8	3	8	101	3
COc1ccc(CNc2nc3c(c(=O)[nH]c(=O)n3C)n2Cc2ccccc2C)cc1	-1.9	-7	10	-8	2	9	0	-1	95	-3
CN(Cc1ccccc1)S(=O)(=O)c1ccc(Cl)c(C(=O)O)c1	-3.3	5	18	-7	-24	2	15	8	98	5
CCCOC(=O)CCc1n[nH]c(=O)[nH]c1=O	-1.2	-2	5	1	14	-4	-8	-6	nt	1
Cc1ccc2nc(/C(C#N)=C\c3cc(O)ccc3[N+](=O)[O-])[nH]c2c1	-1.9	-3	11	-14	-1	1	34	1	97	2
CCc1ccc(N(C(=O)c2csnn2)C(C(=O)NC2CCCCC2)c2ccncc2)cc1 (stereo unspecified)	-1.1	1	8	8	-8	3	18	0	107	-2
C[C@H]1CN([C@@H](C)CO)C(=O)c2cccc(NC(=O)c3ccncc3)c2O[C@H]1CN(C)C(=O)Nc1ccccc1	-0.9	9	6	0	15	-1	6	-1	104	1
CCC(CO)Oc1cc(NC(=O)c2ccccc2)c2ncn(C(C)C)c2c1 (stereo unspecified)	0.7	-2	-4	0	5	0	0	-2	100	4
CCCCS(=O)(=O)Nc1ccc2ncn(C)c(=O)c2c1	-0.5	7	3	-13	-15	-3	2	6	96	3
Cc1ccc2nc(SCC3CCCCO3)[nH]c2c1 (stereo unspecified)	-1.2	5	6	2	-21	-3	6	7	97	-2

Source: PubChem
